# Bioassay records deposited in PubChem by National Center for Advancing Translational Sciences (NCATS).
# TCR act = Activators of T cell receptors: qHTS campaign; primary human leukocytes, anti-CD3, IL-2 HTRF, 48 h; Potency, µM (doses to about 9.22 µM), inactives show at the highest dose activation of IL-2 secretion, hits mostly activators; 330,000 tested, under 10 active; note: % of control where 0% means no effect
#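 Human primary leukocytes + a-CD3 beads + cpd, 48 hr; IL-2 in supernatant by HTRF (ex 320nm / em 665nm). No co-stimulatory signal supplied.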
# ELG1 DNA repair = qHTS screen for small molecules that inhibit ELG1-dependent DNA repair in human embryonic kidney (HEK293T) cells expressing luciferase-tagged ELG1 | HEK293T ELG1-luciferase reporter, luminescence, 16 h; DNA damage induced by 5-fluorouridine | Potency, µM (doses to about 46.1 µM), for the others: top-dose activity change, negative = inhibition, hits mostly inhibitors | actives 2.3% (n = 330,000) | AID 504467, 2011; note: potency is the fitted concentration of half-maximal effect; % is set by controls: 0 for no effect and ±100 for the full control effect; nearly all actives have a fitted effect of over 55% in size
#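 Reporter activity after DNA damage by 5-fluorouridine is monitored. Compound-treated cells incubate 16 hr at 37 °C, then ONE-Glo is added for 30 min before luminescence reading.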
# USP2a inh = qHTS Assay for Inhibitors of Ubiquitin-specific Protease USP2a Using CHOP2 as the Reporter; Ubiquitin carboxyl-terminal hydrolase 2 (Homo sapiens), O75604; USP2 core, Ub-CHOP2 coupled fluorogenic reporter, 485/531; Potency, µM (doses to about 38.3 µM), for inactives: at the highest dose activity change, negative = inhibition, hits mostly inhibitors; actives 0.01% (n = 330,000);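 note: potency is the fitted concentration of half-maximal effect; plate controls were DMSO wells for no effect and full inhibition by NEM control for full effect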
#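 Deubiquitinase activity read as fluorescence (485/531 nm) after Ub-CHOP2 cleavage activates the enterokinase reporter on its substrate; USP2 core 10nM, Ub-CHOP2 and substrate 25nM each, 30min compound preincubation then 60min RT; data normalized to NEM, curves fitted.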
# KCNH2 3.1 inh = qHTS for Inhibitors of KCHN2 3.1: Mutant qHTS; Potassium voltage-gated channel subfamily H member 2, brain isoform KCNH2 3.1 (human); AID 720553, 2013; actives 0.95% (n = 340,000); U2OS KCNH2 3.1, thallium flux FluxOr; hits give low values; activity change, % (tested at about 1.8 µM);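 active = maximum activity change below -70%; inconclusive = maximum activity change from -70% to -50%; inactive = maximum activity change above -50%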;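 note: thallium influx rate constant from kinetic fluorescence after stimulation buffer; % is set by controls: 0 for no effect and ±100 for the full control effect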
#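 We transduce U2OS cells with the mutant 3.1 virus, culture them overnight, load FluxOr with Red40 quencher for 45 min, then add stimulation buffer and read kinetically for 2 min to derive a normalized rate constant.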
# TRPV1 ag = HTS Assay for Compounds that Act as Agonists of the Vanilloid Receptor 1; Transient receptor potential cation channel subfamily V member 1 (Homo sapiens), Q8NER1; TRPV1-expressing cells, Fluo-8 calcium influx, agonist mode; activation, % at 8.33 µM; actives 0.19% (n = 320,000); in the data active = activation above about 80%; inconclusive = between about 30% and that limit; note: 0% is about no effect
#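 Fluo-8 calcium influx in TRPV1-expressing cells, kinetic read (ex 480/em 520 nm). Compound added and read 3 min for agonist activity, followed by capsaicin at EC20 final and 2 min further read for enhancement.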
# TSHR antagonist = Antagonists of the Thyroid Stimulating Hormone Receptor: HTS campaign | Thyrotropin receptor (Homo sapiens), P16473 | TSHR-expressing cells, TSH-stimulated cAMP HTRF, 2 h; hits give low values | activity change, negative = inhibition, % at 11.5 µM | actives 0.2% (n = 330,000);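 active = activity change below a set negative limit, meaning inhibition stronger than a set level, cut at about -70% in these data; inconclusive = activity change between two set negative limits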; note: % is set by controls: 0 for no effect and ±100 for the full control effect
#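 Cell-based HTRF cAMP assay; TSHR cells + compound, TSH EC80 (4nM final), 2 h, 37 deg C. Lysis with anti-cAMP cryptate and cAMP-d2, 30 min RT, read 665/620 nm.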
# Eya2 inh = qHTS Assay for Inhibitors of the Phosphatase Activity of Eya2; Protein phosphatase EYA2 (Homo sapiens), O00167; recombinant Eya2, OMFP fluorescence dephosphorylation (OMFP is methylfluorescein phosphate); Potency, µM (highest dose often 76.9 µM), without a hit: at the top dose activity, negative = inhibition, most hits filed as inhibitors; actives 0.006% (n = 330,000); AID 488837, 2010; note: potency is the fitted concentration of half-maximal effect; % is set by controls: 0 for no effect and ±100 for the full control effect
# Target sequence (O00167 whole entry, looked up): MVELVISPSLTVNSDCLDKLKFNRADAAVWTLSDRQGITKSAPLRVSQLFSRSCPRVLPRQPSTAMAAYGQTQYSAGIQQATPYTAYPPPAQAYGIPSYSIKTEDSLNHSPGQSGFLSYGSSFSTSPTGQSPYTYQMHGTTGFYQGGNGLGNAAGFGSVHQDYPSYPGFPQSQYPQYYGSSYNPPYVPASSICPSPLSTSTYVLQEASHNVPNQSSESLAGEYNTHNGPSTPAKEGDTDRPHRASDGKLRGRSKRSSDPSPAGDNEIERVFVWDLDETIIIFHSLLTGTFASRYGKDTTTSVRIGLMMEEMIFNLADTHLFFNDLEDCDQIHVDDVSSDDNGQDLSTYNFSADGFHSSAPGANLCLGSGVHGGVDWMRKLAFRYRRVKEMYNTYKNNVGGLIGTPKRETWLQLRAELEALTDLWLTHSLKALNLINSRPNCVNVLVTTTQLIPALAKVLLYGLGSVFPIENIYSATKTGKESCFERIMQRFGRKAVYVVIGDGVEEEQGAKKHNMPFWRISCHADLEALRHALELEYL
#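 Eya2 protein (added as 0.2 uM solution) was preincubated with compound for 10 min at ambient temperature in 50 mM HEPES pH 7.5, 50 mM NaCl, 5 uM MgCl2, 0.05% BSA, 1 mM DTT. OMFP (added at 50 uM) then reacted 10 min; fluorescence read at 485/525 nm.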
# hERG WT inh = qHTS for Inhibitors of KCHN2 3.1: Wildtype qHTS; Voltage-gated inwardly rectifying potassium channel KCNH2 (Homo sapiens), Q12809; U2OS, BacMam KCNH2, thallium flux FluxOr; hits give low values; activity change, % at 1.84 µM; actives 0.37% (n = 340,000);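 active = maximum activity change below -70%; inconclusive = maximum activity change between -70% and -50%; inactive = maximum activity change above -50%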; note: % is set by controls: 0 for no effect and ±100 for the full control effect
#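 U2OS cells transduced with wild-type KCNH2 virus are loaded with FluxOr dye for 45 min, and thallium flux is measured in kinetic reads before and after stimulation buffer. Rate constants are normalized to DMSO controls.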
# A-T KAP1 phos = qHTS Assay for Identifying a Potential Treatment of Ataxia-Telangiectasia; AID 485349, 2010; actives 0.19% (n = 320,000); […] A-T fibroblasts, KAP-1 phosphorylation AlphaLISA; neocarzinostatin DNA damage 30 min before lysis; Potency, µM (doses to about 57.5 µM), for inactives: at the top dose activation, usual class: activators; note: potency is the fitted concentration of half-maximal effect; % of control where 0% means no effect; nearly all actives have a fitted effect of over 45% in size
#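 hTERT-immortalized A-T patient fibroblasts ([…]), 500 cells/well in OPTI-MEM, 1% FBS, got compounds for 60 min, then NCS for 30 min at 37C. Lysates were then assayed for phospho-KAP-1 by AlphaLISA (anti-pKAP1 donor, anti-KAP1 acceptor beads), 6 hr at 25C.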
# Mito fusion act = qHTS Assay for Small Molecule Inhibitors of Mitochondrial Division or Activators of Mitochondrial Fusion; Potency, µM (highest dose often 46.1 µM), for inactives: top-dose growth rescue (activation), hits mostly activators; S. cerevisiae fusion-defective mutant growth rescue, CellTiterGlo 48 h; actives 0.23% (n = 320,000); AID 485298, 2010;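 note: potency is the fitted concentration of half-maximal effect; % of control where 0% means no effect; nearly all actives have a fitted effect of over 45% in size; temperature-sensitive fusion mutants such as fzo1-1 at 37 °C on non-fermentable ethanol glycerol medium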
#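 Compounds are tested for their ability to restore growth of mitochondrial fusion-defective yeast strains at non-permissive 37C in YPEG medium over 48 hours. Viability is quantified by luciferase luminescence.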
# * = called active by the depositor; ? = inconclusive; · = not tested or not shown; [ ] = remark or other dose. Unless noted, calls come from the whole dose curve; as a rule, active = well fitted curve in the direction sought with a large enough effect; inconclusive = small, poorly fitted or top-dose-only effect, or another doubt; inactive = no such curve, though single readings can be large; an effect the other way counts as inactive or inconclusive. A portion of the library, so the mix of outcomes need not match the whole.
SMILES,TCR act,ELG1 DNA repair,USP2a inh,KCNH2 3.1 inh,TRPV1 ag,TSHR antagonist,Eya2 inh,hERG WT inh,A-T KAP1 phos,Mito fusion act
COc1cccc(N(C(=O)c2snc(C(N)=O)c2N)C(C(=O)NCC2CCCO2)c2ccc(C)o2)c1 (configuration not stated),1.5%,-4.6%,4.6%,-16.0,2.0,-3.7,-1.5%,-2.6,-2.6%,-0.2%
COc1ccc(NC(=O)CSc2nnc(-c3cc(C)[nH]n3)n2N)cc1,-5.8%,22.0%,3.4%,23.7,3.2,-10.1,-2.2%,-0.8,2.8%,-3.6%
CCOC(=O)c1c(N)sc(C(N)=O)c1C,-24.1%,7.1%,4.1%,-3.6,0.5,7.1,20.0%,-2.8,-0.8%,6.7%
O=C(CSc1nc2cc(Cl)ccc2o1)c1cccs1,-4.1%,?,0.2%,-9.8,19.7,5.8,-13.0%[15.4 µM],3.8,1.0%,4.8%
CCc1nc(SCC(=O)Nc2ccc(Br)cn2)n[nH]1,·,0.0%,-3.5%,·,1.1,3.4,8.8%,·,0.0%,-1.7%
Cc1ccc(Cl)cc1N1CCN(C(=O)c2ccc(NS(=O)(=O)c3c(C)noc3C)cc2)CC1,22.1%,?,-12.3%,0.7,-3.7,-3.1,-16.6%,0.1,-0.5%,1.2%
Cn1c(SCC(=O)Nc2ccccc2F)nnc1-c1cccs1,5.0%,?,1.3%,15.2,-2.2,-1.9,8.9%,25.9,-6.3%,12.0%
COc1cccc(CN(C)C(=O)Cc2c[nH]c3ccccc23)c1OC,-1.8%,-26.9%,3.0%,8.4,0.8,4.4,14.8%,3.9,0.4%,-1.3%
CCN(CCO)C1CC(=O)N(c2ccccc2C)C1=O (configuration not stated),-3.6%,-11.9%,0.3%,-6.0,5.6,14.6,14.7%,-6.4,-16.5%,-2.7%
CCOc1ccc(-n2ccc(=O)c(C(=O)Nc3ccc(S(=O)(=O)N4CCOCC4)cc3)n2)cc1,-5.3%,-1.1%,1.0%,24.5,2.2,-11.3,0.7%,-4.2,2.0%,-5.2%
CC(=O)C1=C(O)C(=O)N(c2ccc(O)cc2)C1c1ccc(Cl)cc1 (configuration not stated),12.4%,0.3%,0.6%,16.6,2.5,-7.3,0.0%,4.1,-3.3%,1.2%
CC(c1ccccc1)N1CCn2c(nc3cc(NS(C)(=O)=O)ccc32)C1 (configuration not stated),1.7%,?,1.0%,5.1,-3.5,-13.6,7.7%,2.1,-1.0%,-6.1%
COc1cc(C(=O)OCC(=O)Nc2cc(S(=O)(=O)N3CCOCC3)ccc2C)ccc1OCC(C)C,2.7%,-16.9%,-1.1%,-25.5,0.9,-3.2,-9.4%,2.2,5.2%,2.2%
COc1cc(NC(=O)COC(=O)CO/N=C(\C)c2ccc3c(c2)OCO3)cc(OC)c1,-6.2%,12.1%,-2.6%,-31.8,-0.7,-0.7,-6.4%,4.9,4.2%,1.2%
CCCC(c1nnnn1Cc1ccccc1)N1CCN(c2ccccc2OC)CC1 (configuration not stated),-3.1%,-9.7%,1.6%,-10.9,6.7,?,27.1%,-5.7,1.9%,-3.5%
COc1ccc2nc(NC(=O)C3CCN(S(=O)(=O)c4cccc5nsnc45)CC3)sc2c1,23.3%,?,1.4%,-49.8,·,-31.5,-11.0%,-7.7,0.3%,7.0%
CCN(c1ccccc1)S(=O)(=O)c1ccc(Cl)c(NC(=O)c2ccc(=O)[nH]n2)c1,5.1%,9.2%,2.5%,1.1,1.4,44.0,-11.3%,-3.6,5.6%,-3.8%
Cc1onc(C(=O)N2CCN(c3ccccc3F)CC2)c1-c1ccccc1Cl,-2.8%[46.1 µM],-12.6%,-6.6%,-1.5,-5.5,21.0,-3.2%,-2.0,-1.0%,8.4%
OC1CCC(Nc2ncnc3sccc23)CC1 (configuration not stated),0.6%,-7.3%,-1.8%,17.3,-1.0,2.8,-18.3%,-14.0,-4.2%,4.2%
O=C(Oc1cccc([N+](=O)[O-])c1)C1CCN(C(=O)c2ccc(F)cc2)CC1,-0.5%,-2.5%,3.2%,-17.2,1.4,13.9,5.7%,-9.6,1.5%,2.6%
CC(Sc1ccccc1)C(=O)NN=C1CCCC1 (configuration not stated),-1.9%,0.7%,0.8%,-13.0,2.4,11.0,0.7%,3.1,5.4%,2.1%
OCCN1CCN(CC/C=C2/c3ccccc3Sc3ccc(Cl)cc32)CC1,-7.7%,11.5%,-1.4%,?,0.8,2.7,-26.5%,-12.3,-6.2%,-4.9%
O=C(N/N=C/c1ccc2c(c1)OCO2)c1cc2ccccc2o1,1.8%,?,-1.8%,1.6,?,-0.2,1.1%,-2.3,-15.4%,-0.7%
CCSc1oc(-c2ccccc2)nc1S(=O)(=O)c1ccccc1,-2.7%,0.0%,-3.2%,0.0,22.3,4.8,-42.9%,-9.0,11.4%,3.9%
COc1ccc(NC(=O)CN2CCN(CC#N)CC2)cc1,·,10.0%,-0.6%,-18.6,-3.2,3.5,2.5%,-8.1,2.5%,1.6%
CC[C@@H](C)C(N)c1cn([C@@H](CCC(=O)O)C(=O)N2CCNCC2)nn1 (some centres not stated),-1.3%,13.2%,0.3%,-2.1,0.1,10.4,15.6%,3.6,-11.9%,-3.9%
CC(C)(C)c1ccc(C(=O)NCCC(=O)Nc2ccc(S(=O)(=O)Nc3nccs3)cc2)cc1,-3.2%,?,2.5%,-9.1,5.5,-7.1,-26.9%,3.9,9.2%,5.9%
COc1ccc(-c2cn3c(n2)CCC3)cc1,-0.9%,?,1.2%,16.6,-0.3,-2.6,-8.3%,15.3,-6.4%,-7.6%
O=C(C1CCC(CNc2c(N3CCCCC3)c(=O)c2=O)CC1)N1CCN(C2CCCCC2)CC1 (configuration not stated),0.3%,17.1%,0.4%,-10.0,·,8.7,25.2%,-0.6,1.9%,6.4%
Cc1c(C(=O)C(=O)NCc2cccs2)c2ccccc2n1C,-1.8%,-5.1%,3.3%,5.8,0.8,-3.6,-14.6%,8.4,1.3%,4.3%
S=c1[nH]nc(-c2ccncc2)n1/N=C/C=C/c1ccco1,4.8%,-1.5%,-9.1%,4.4,0.8,-7.3,0.2%,-2.6,-3.2%,-2.1%
CC(=O)C1=C(O)C(=O)N(CCc2ccccc2)C1c1ccccc1[N+](=O)[O-] (configuration not stated),-4.3%[46.1 µM],-4.0%,3.0%,2.1,1.7,-9.1,11.0%,8.8,1.9%,-6.8%
CC(C)Oc1ccc(C2CC(=O)N(c3cccc(/C=C/C(=O)O)c3)C2=O)cc1 (configuration not stated),-3.0%,4.4%,-1.7%,6.8,3.1,7.8,-10.5%,14.0,0.0%,10.2%
O=C(N/N=C1\CC2CC=CC12)c1ccc(O)cc1 (configuration not stated),-1.3%,8.6%,1.3%,13.1,24.7,8.9,6.9%,-4.7,-4.2%,-4.4%
N#Cc1ccc(C(=O)OCC(=O)N2CCCC2)cc1,-7.1%,9.8%,-1.5%,10.7,2.0,16.6,-7.6%,6.8,0.0%,-4.4%
O=C(Nc1ccnn1C1CCN(Cc2ccc(O)c(Cl)c2)CC1)C1CCCC1,10.5%,-10.9%,1.1%,-13.4,1.4,-6.1,5.8%,19.1,3.2%,1.9%
CN(CCOc1ccc(Cl)cc1)C(=O)Cc1ccc(S(=O)(=O)N2CCOCC2)s1,3.9%,?,-1.4%,5.6,8.1,-11.6,-4.7%,-2.4,1.5%,9.3%
O=C(CCCOc1ccccc1)N1CCc2ccccc2C1,0.7%,?,-0.5%,8.9,·,-7.4,-13.5%,23.0,8.3%,5.2%
CN(C)c1ccc(NC(=S)NCC2CCCO2)cc1 (configuration not stated),2.5%[46.1 µM],?,0.3%,1.7,-2.7,-10.2,-3.6%,-12.0,-3.4%,-7.6%
